# Screening results as filed in PubChem.
# SKN-1 block: inhibitors of C. elegans SKN-1; C. elegans VP596 Pgst-4::GFP/RFP ratio, acrylamide-induced, 24 h; inhibition, % at 21.8 µM; 360,000 tested, 0.49% active;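 active = interference check ratio from 0.5 to 1.5 plus GFP to RFP signal ratio inhibition reaching or exceeding a fixed threshold, cut at about 30% in these data, passing the limit was not always enough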; also: some compounds called inactive have numbers as strong as hits
# STEP inh: blocks human striatal-enriched tyrosine phosphatase | AID 588621 | 360,000 tested, 0.25% active | inhibition, % at 20 µM | recombinant STEP, OMFP fluorogenic substrate, fluorescence | P54829;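 active = inhibition at 20 µM, scaled per plate between control wells, above about 37%, limit read from the data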;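 also: 0% = DMSO with enzyme and substrate and 100% = substrate only without enzyme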
#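 medium = Bis-Tris buffer pH 6.0, 2.5 mM DTT, 0.005% Tween 20 | test system = STEP (striatal-enriched tyrosine phosphatase) enzyme, cell-free | measure = normalized % inhibition | compound dosing = 20 µM, 1% DMSO | also added = 25 µM OMFP | schedule = reaction 20 min, ambient temperature | measured by = fluorescence read at 480 nm ex / 540 nm em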
# NadD block: NadD (S. aureus) enzyme inhibition | purified NadD enzyme, colorimetric absorbance read-out | inhibition, % at 20 µM | 360,000 tested, 0.78% active | AID 602399; in the data active = inhibition above about 26%; also: some compounds past the cut are filed as inactive
# DNMT1 inh: blocks human DNA methyltransferase DNMT1; P26358; DNMT1 molecular beacon, Hinp1I cleavage, fluorescence; inhibition (reported as % activation of signal), % at 10 µM; 360,000 tested, 0.83% active; AID 588458; in the data active = inhibition above about 50%
# SUMO1 PPI mod: alters human SUMO1 binding to SIM partners | P63165 | SUMO1 binding to a labelled peptide, TR-FRET, 1 h | inhibition, % at 20 µM | 360,000 tested, 0.33% active; in the data active = inhibition above about 37%
# Target sequence (P63165 whole entry, looked up): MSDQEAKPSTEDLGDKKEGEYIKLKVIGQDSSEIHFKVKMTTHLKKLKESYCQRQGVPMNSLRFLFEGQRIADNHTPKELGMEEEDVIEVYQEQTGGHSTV
# Neddylation inh: inhibitors of human cullin neddylation; calls only at 25 µM; AID 651699; TR-FRET cullin neddylation, biochemical; 360,000 tested, 0.58% active; in the data active = inhibition above about 36%
# Target sequence (P61081 whole entry, looked up): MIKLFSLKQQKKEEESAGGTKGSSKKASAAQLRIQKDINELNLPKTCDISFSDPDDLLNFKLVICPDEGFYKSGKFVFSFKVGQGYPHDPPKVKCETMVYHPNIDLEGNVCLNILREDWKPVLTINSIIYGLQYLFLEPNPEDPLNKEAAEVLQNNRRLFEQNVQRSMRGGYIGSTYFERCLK
# Target sequence (Q13564 whole entry, looked up): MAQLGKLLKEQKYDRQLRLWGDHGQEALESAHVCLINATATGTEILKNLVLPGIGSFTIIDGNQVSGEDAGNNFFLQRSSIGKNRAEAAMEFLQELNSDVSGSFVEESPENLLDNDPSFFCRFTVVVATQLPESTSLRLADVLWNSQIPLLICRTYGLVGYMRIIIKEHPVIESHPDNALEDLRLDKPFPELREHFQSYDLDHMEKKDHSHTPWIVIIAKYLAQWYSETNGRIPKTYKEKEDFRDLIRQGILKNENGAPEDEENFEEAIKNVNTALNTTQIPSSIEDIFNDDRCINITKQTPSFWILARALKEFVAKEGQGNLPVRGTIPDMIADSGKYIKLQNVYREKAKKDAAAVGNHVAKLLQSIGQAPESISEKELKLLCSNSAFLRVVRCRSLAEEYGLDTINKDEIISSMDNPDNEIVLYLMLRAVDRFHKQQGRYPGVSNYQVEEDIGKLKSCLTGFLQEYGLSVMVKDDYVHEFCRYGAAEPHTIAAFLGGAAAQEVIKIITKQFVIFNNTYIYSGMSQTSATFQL
# Scp1 inh: Scp-1 (human) phosphatase inhibition | Recombinant Scp1, phosphopeptide, malachite green phosphate absorbance | AID 493091 | Q9GZU7 | 340,000 tested, 0.88% active | inhibition, % at 20 µM;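 active = inhibition above about 50% at 20 µM, limit read from the data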;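 also: plate controls were DMSO wells with enzyme for no effect and wells lacking enzyme for full effect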
#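 System: truncated SCP-1 phosphatase (76-261aa); medium: Tris acetate buffer pH 5.5 with MgCl2 and Tween-20; incubation: 45 min room-temperature reaction, 5 min colour, 30 min stabiliser; compound: single 20 µM dose, 1% DMSO; reagent: Phosphorylated 17-residue peptide substrate; read-out: % inhibition at 20 µM; technique: colorimetric free-phosphate detection, absorbance 630 nm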
# CendR NRP1 mod: alters CendR peptide binding to human NRP-1; O14786; FAM-RPARPAR peptide binding to NRP-1, fluorescence polarization; inhibition, % at 25 µM; 360,000 tested, 0.85% active; AID 602438;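 active = inhibition or corrected inhibition above about 18%, plus a signal ratio from 0.5 to 1.5, limit read from the data, passing the limit was not always enough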; also: strong numbers were not always called active
# TbMetRS inhib: blocks T. brucei methionyl-tRNA synthetase activity. purified T. brucei MetRS, ATP depletion, Kinase-Glo luminescence. inhibition, % at 11.9 µM. 360,000 tested, 0.4% active. AID 624268;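 active = inhibition above a per-plate cutoff of the control wells' mean inhibition plus 3 SD, cut at about 5.5% in these data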;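 also: 0% = DMSO wells median and 100% = median of wells with control inhibitor compound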
#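 Measured by: Kinase-Glo luciferase luminescence reporting remaining unconsumed ATP. Material: purified T. brucei MetRS enzyme. Doses: 11.9 µM compound single dose, 0.9% DMSO. Medium: HEPES buffer containing pyrophosphatase, BSA, spermine, DTT. Times: 15 min preincubation, 2 h reaction, all 25 °C. Reagent: methionine, ATP and bulk E. coli tRNA.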
# LMPTP inh: blocks human LMPTP phosphatase. P24666. recombinant LMPTP-A, OMFP fluorogenic substrate, fluorescence intensity. inhibition, % at 20 µM. 360,000 tested, 0.22% active;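 active = compounds that cut the enzyme signal by at least half of the control window in the single-dose screen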;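 also: plate controls were DMSO wells with enzyme plus substrate for no effect and substrate without enzyme for full effect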
# Target sequence (P24666 whole entry, looked up): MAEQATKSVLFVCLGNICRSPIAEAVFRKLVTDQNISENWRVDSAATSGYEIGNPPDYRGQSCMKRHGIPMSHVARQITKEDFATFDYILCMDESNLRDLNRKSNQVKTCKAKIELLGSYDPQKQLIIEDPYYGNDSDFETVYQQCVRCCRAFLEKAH
#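 Material: LMPTP-A; amount: 0.625 nM enzyme; doses: single 20 µM dose; times: reaction 50 min, room temperature, dark; technique: fluorescence intensity of OMFP turnover product; benchmarks: no-enzyme and uninhibited controls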
# Numbers without * were called inactive; i = inactive; nt = not tested or not shown.
Structure,TbMetRS inhib,SUMO1 PPI mod,STEP inh,SKN-1 block,NadD block,DNMT1 inh,CendR NRP1 mod,LMPTP inh,Scp1 inh,Neddylation inh
Cc1ccccc1Oc1ccccc1N,-0.4,3,0,1,6,-1,15,-1.6,-2,i
O=C(OCCCc1cc2ccccc2c(=O)o1)N1CCOCC1,0.6,2,1,-5,-2,2,8,-0.5,-7,i
Cc1cc(C)cc(-c2nnc(SCc3ccc(C(=O)O)cc3)o2)c1,-0.9,1,-1,0,-4,2,-3,-0.1,11,i
COC(=O)c1cscc1NC(C)=O,-0.7,-2,-2,4,4,2,4,-1.3,-6,i
CS(=O)(=O)c1ccccc1C(=O)Nc1ccc(-c2nc3ccccc3o2)cc1,-0.3,-1,-2,19,2,-7,-6,0.1,0,i
CCC(=O)n1nc(-c2ccc(Cl)cc2)nc1SC,-0.1,-1,-3,7,9,-2,14,-0.9,-3,i
COc1ccc(/C=C/C(=O)Nc2cc(C)nn2-c2nc3ccccc3n2Cc2cccc([N+](=O)[O-])c2)cc1,0.4,-5,4,7,28,-1,-38,0.1,-11,i
CCCN1CCC(C(=O)NC(c2ccc(Cl)cc2)c2ccsc2)CC1 (stereo unspecified),-0.2,1,-2,3,-5,5,-6,-3.2,nt,i
CCC1CCc2sc(C(=O)NC3CCN(Cc4ccccc4)CC3)cc2C1 (stereo unspecified),-0.5,-16,1,13,4,-2,10,0.8,-2,i
C=CCNC(=O)c1c(CSc2ccc(Cl)cc2)noc1C(=O)NCCC,-0.2,4,0,12,-11,-7,-5,1.4,-8,i
Cc1cccc(NS(=O)(=O)c2ccc3[nH]c(=O)cc(C(=O)OC(C)C(=O)Nc4ccc([N+](=O)[O-])cc4)c3c2)c1 (stereo unspecified),2.2,-14,-2,15,43*,-12,12,4.1,-20,i
CCOC(=O)C1(CCCc2ccccc2)CCN(C(=O)C2CCCN(C(N)=O)C2)CC1 (stereo unspecified),-0.6,-2,1,-4,-3,2,4,0.1,-7,i
Cc1ccc(CC(=O)OCC(=O)NC2CCCC(C)C2C)cc1C (stereo unspecified),-0.8,0,0,3,-7,6,-3,1.3,-5,i
Cc1ccc(Cl)cc1NC(=O)CN1C(=O)NC(C)(C2CC2)C1=O (stereo unspecified),-0.3,-2,3,13,1,3,-5,-0.3,2,i
Cc1nccc(-c2ccc(-n3cnc4ccccc43)cc2)n1,-0.9,-2,-1,-1,-4,-6,-2,-0.6,-7,i
CC(C)OC(=O)c1cccnc1SCC(=O)N(C)c1ccccc1,-1.9,4,-5,-22,-4,7,8,0.1,0,i
CCCCn1c(CNC(=O)Cc2ccccc2)nc2ccccc21,-0.4,0,1,7,2,1,-2,-0.7,6,i
Cc1cccc(NC(=O)c2cc(S(=O)(=O)N3CCCCC3)ccc2Cl)n1,-0.4,6,2,7,-3,1,0,-0.6,-5,i
Cc1ccccc1-c1nc2ccccc2[nH]1,-0.6,-3,-3,-6,-4,1,4,0.1,-6,i
CC(=O)N=c1sc2cc(C)ccc2n1C,-0.5,-1,1,-3,-4,0,-2,-1.8,0,i
Clc1ccc(OC2CCN(Cc3nc(CC4CC4)no3)CC2)cc1,-0.9,1,4,6,-7,1,-2,-0.3,-5,i
N#Cc1cc(S(=O)(=O)N2CCOCC2)ccc1N1CCOCC1,0.1,-1,2,-3,-1,-2,5,-0.3,3,i
C=CCOC(=O)C1=C(C)NC(=O)NC1/C=C/c1ccccc1 (stereo unspecified),-0.2,9,-1,-11,0,4,13,0.7,3,i
O=C(NCc1ccccc1)C(=O)NCC1OCCN1S(=O)(=O)c1ccc2c(c1)OCCO2 (stereo unspecified),0.4,1,0,-17,2,-2,2,-1.9,-7,i
COc1ccc(S(=O)(=O)N(C)C[C@H]2Oc3ccc(NS(=O)(=O)c4ccc(F)cc4)cc3C(=O)N([C@H](C)CO)C[C@@H]2C)cc1,-0.4,-4,0,2,0,-1,0,-0.2,-18,i
CCOc1ccc(S(=O)(=O)N2CCOCC2)cc1[N+](=O)[O-],-0.2,-6,1,2,3,0,2,1.2,-6,i
Cc1ccc(C)c(NS(=O)(=O)c2ccc(-c3ccc(=O)[nH]n3)o2)c1,-0.3,-27,-1,6,-8,1,7,0.5,-5,i
Cc1c(NC(=O)C(CC(=O)O)NCc2ccco2)c(=O)n(-c2ccccc2)n1C (stereo unspecified),0.1,7,-3,2,9,2,1,-0.7,-7,i
CS(=O)(=O)N1CCCC(C(=O)Nc2ccccc2F)C1 (stereo unspecified),0.5,1,1,10,-2,2,-4,-2.6,0,i
Cc1cc(C(=O)N/N=C/c2c(C)nn(-c3ccccc3)c2C)n[nH]1,-1.0,-3,-2,-24,7,-7,3,1.3,-1,i
COc1cc(C)c(S(=O)(=O)NCCCn2ccnc2)cc1C,2.4,20,-2,1,-3,3,-5,-2.6,-5,i
Cc1cc(OCc2cc(C(=O)NCc3cc(C(C)C)no3)no2)cc(C)c1Cl,-0.5,-7,0,2,2,5,9,0.7,3,i

# A draw from above in order of length of the SMILES, largest number first:
Structure,TbMetRS inhib,SUMO1 PPI mod,STEP inh,SKN-1 block,NadD block,DNMT1 inh,CendR NRP1 mod,LMPTP inh,Scp1 inh,Neddylation inh
COc1ccc(S(=O)(=O)N(C)C[C@H]2Oc3ccc(NS(=O)(=O)c4ccc(F)cc4)cc3C(=O)N([C@H](C)CO)C[C@@H]2C)cc1,-0.4,-4,0,2,0,-1,0,-0.2,-18,i
Cc1c(NC(=O)C(CC(=O)O)NCc2ccco2)c(=O)n(-c2ccccc2)n1C (stereo unspecified),0.1,7,-3,2,9,2,1,-0.7,-7,i
COc1cc(C)c(S(=O)(=O)NCCCn2ccnc2)cc1C,2.4,20,-2,1,-3,3,-5,-2.6,-5,i

# (cont.)
Structure,TbMetRS inhib,SUMO1 PPI mod,STEP inh,SKN-1 block,NadD block,DNMT1 inh,CendR NRP1 mod,LMPTP inh,Scp1 inh,Neddylation inh
Cn1c(=O)c2c(nc(CCC3CCCC3)n2C)n(C)c1=O,-0.2,0,-2,17,-4,4,-7,-1.6,-8,i
CN(C)C(CNC(=O)C1CCCN1C(=O)c1cccs1)c1ccccc1 (stereo unspecified),-0.1,2,1,18,1,-3,-6,-1.5,-4,i
O=c1cnnc(Nc2cccc(C(F)(F)F)c2)[nH]1,0.1,2,4,0,7,0,3,-0.8,-7,i
O=C(NCc1ccncc1)[C@@H]1CCCN1C(=O)[C@H]1CCCN1,-0.3,-1,nt,23,-4,nt,17,-2.8,nt,i
O=C(CSc1nncn1-c1ccccc1)NC1CCCCC1,-0.1,-3,-1,1,0,0,14,1.6,-1,i
CC(=O)Nc1ccc(S(=O)(=O)N2CCC(C(=O)NCCC(=O)NCc3ccccc3)CC2)cc1,-0.2,1,0,-2,5,2,4,-0.6,-7,i
COc1cc(C)c(NC(=O)Cc2ccsc2)cc1OC,-0.1,6,-4,6,-2,0,-1,-0.2,-3,i
Cn1c(=NC(=O)CCS(=O)(=O)c2ccccc2)sc2cc(F)ccc21,0.0,2,2,-5,2,-4,-16,-0.2,-9,i

# Quoted at random: 2 entries already listed, in no set order.
Structure,TbMetRS inhib,SUMO1 PPI mod,STEP inh,SKN-1 block,NadD block,DNMT1 inh,CendR NRP1 mod,LMPTP inh,Scp1 inh,Neddylation inh
Cn1c(=NC(=O)CCS(=O)(=O)c2ccccc2)sc2cc(F)ccc21,0.0,2,2,-5,2,-4,-16,-0.2,-9,i
O=C(NCc1ccncc1)[C@@H]1CCCN1C(=O)[C@H]1CCCN1,-0.3,-1,nt,23,-4,nt,17,-2.8,nt,i

# Next part
Structure,TbMetRS inhib,SUMO1 PPI mod,STEP inh,SKN-1 block,NadD block,DNMT1 inh,CendR NRP1 mod,LMPTP inh,Scp1 inh,Neddylation inh
O=C(NN1C(=O)C2C3C=CC(C3)C2C1=O)C(O)c1ccccc1 (stereo unspecified),-0.7,0,1,3,-4,-1,10,-1.3,-1,i
Cc1ccnn1-c1ccc(C(=O)OCC(=O)Nc2ccc(F)cc2)cc1,-0.1,-4,-1,13,-2,8,-8,0.8,-1,i
CC(=O)c1ccc(NC(=O)CCNS(=O)(=O)c2cccc3nonc23)cc1,0.2,-21,3,-1,3,1,6,-1.5,-6,i
COc1ccc(CN2CCCC(N3CCN(c4ccc(OC)cc4)CC3)C2)cc1 (stereo unspecified),-1.2,-1,-1,-6,-4,4,11,-3.1,12,i
CC(O)CNc1nc2ccccc2n1CC(=O)NC12CC3CC(CC(C3)C1)C2 (stereo unspecified),-1.7,-7,-1,3,-6,19,25,0.6,15,i
Cc1nc2c(c(C)nn2-c2ccccc2)c(C)c1C,-0.7,0,1,10,-4,3,-11,1.6,-9,i
COc1ccc(CNS(=O)(=O)CCNC(=O)c2cccc(OC)c2)cc1,0.0,-4,2,-2,-3,2,3,0.3,-6,i
CCn1c(-c2ccc(Cl)cc2)n[nH]c1=S,-0.5,2,-1,1,2,0,0,-1.2,-6,i
Cc1ccccc1OCCC(=O)OCC(=O)NNC(=O)c1cccs1,0.4,1,5,10,-4,1,10,-0.1,-8,i
COC(=O)CCC(=O)Nc1ccc(S(=O)(=O)Nc2nc(C)cc(C)n2)cc1,0.3,4,1,12,-1,-1,-7,0.0,-4,i
COC(=O)c1ccc(N(CC(=O)NC2CCCC2)C(=O)c2ccc(C)s2)cc1,-0.1,2,3,1,3,3,2,0.1,10,i
CCN(CC)C(=O)c1sc(N)c(C#N)c1C,-1.1,1,3,-12,3,-1,-3,0.2,3,i
COCCNC(=S)N(CCc1c(C)[nH]c2ccc(C)cc12)Cc1ccco1,0.1,2,-3,5,1,-1,-1,1.1,6,i
CC1CCCC(NC(=O)c2ccc3c(=O)n(CC4CCCO4)c(=O)[nH]c3c2)C1C (stereo unspecified),-1.4,0,-2,-12,-2,-2,7,-1.8,2,i
COc1ccc(/C=C2\Sc3ccc(C(=O)NCc4cccnc4)cc3N(C)C2=O)cc1OC,-0.6,-19,6,-2,3,-6,-10,4.2,-10,i
Cc1cccc(NC(=O)CSCc2cc(=O)n3c(C)csc3n2)c1C,0.1,2,1,-7,2,0,-6,-0.8,1,i
Cc1ccccc1-n1ncc2c1CC(C)(C)CC2NC(=O)CCCN1CCCC1=O (stereo unspecified),-0.4,0,1,7,4,2,4,-0.7,2,i
O=C1CC(C(=O)Nc2ccccc2)S/C(=N\N=C\c2ccco2)N1 (stereo unspecified),-0.1,-11,0,6,-3,1,0,-2.9,-8,i
NS(=O)(=O)c1ccc(CNC(=O)c2ccc3ccccc3n2)cc1,-0.1,-10,0,22,8,2,13,0.5,-1,i
CCN(CC)CCCNC(=O)CCC(=O)NNc1nc2ccccc2c2nc(C)nn12,-0.6,7,1,-5,2,2,-6,-2.9,1,i
C=CCNC(=S)Nc1ccc(Cl)cc1F,-0.8,1,-1,-2,-2,0,18,-1.0,-6,i
COC(=O)c1ccccc1S(=O)(=O)N(Cc1ccco1)Cc1cc2cc(OC)ccc2[nH]c1=O,0.0,11,-1,5,0,-3,-11,0.7,-6,i
